LGR2 inh: inhibitors of bursicon-induced LGR2 CRE-luciferase signal, primary screen, cell-based, HEK293, CRE-luciferase reporter, bursicon stimulation; bursicon-stimulated, 4 h; inhibition, % at 9.99 µM; 380,000 compounds, 0.35% hits; AID 720647, 2013;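 active = drop in luminescence signal, shown as inhibition above about 50% in the replicate tests, limit read from the data, passing the limit was not always enough; inconclusive = probably only some replicates passing the limit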;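 note: agonist challenge used bursicon conditioned medium at about half maximal strength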
DENV2 CPE rescue: inhibitors of DENV2 cytopathic effect, primary screen, cell-based, plate reader, single concentration | DENV2-infected cells, cytopathic effect rescue | CPE inhibition, % at 9.99 µM | 350,000 compounds, 1.7% hits | AID 651640, 2012; in the data active = CPE inhibition above about 20%, passing the limit was not always enough; inconclusive = no clear call, values can overlap the other calls; tested in BHK-21 cells;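 note: 0% = median of neutral control wells and 100% = median of positive control wells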
CASP6 VEID inh: human caspase-6 inhibitors, primary screen, biochemical, VEID-R110 fluorescence, single point, set 2; purified caspase-6, Z-VEID-R110 cleavage fluorescence; inhibition, % at 12.5 µM; 350,000 compounds, 0.53% hits; AID 686996, 2013;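 active = mean inhibition across replicates at least about 35%, with every replicate also reaching that limit, limit read from the data; inconclusive = only one of the two criteria met; inactive = neither criterion met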;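 note: 0% = median of neutral control wells and 100% = no fluorescence left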
Target sequence (P55212 24-179 limits assumed): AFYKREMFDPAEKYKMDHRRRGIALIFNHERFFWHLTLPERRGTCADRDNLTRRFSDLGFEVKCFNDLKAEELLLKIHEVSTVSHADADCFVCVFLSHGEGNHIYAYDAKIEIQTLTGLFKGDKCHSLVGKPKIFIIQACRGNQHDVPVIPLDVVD
Target sequence (P55212 194-293 limits assumed): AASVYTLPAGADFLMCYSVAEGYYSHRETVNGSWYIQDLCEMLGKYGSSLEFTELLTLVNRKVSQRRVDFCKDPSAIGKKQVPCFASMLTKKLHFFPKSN
PAX8 inh HTS: inhibitors of PAX8-driven TPO luciferase reporter, primary screen, RMG-I cells, single concentration; SteadyGlo, 24 h; inhibition, % at 12.6 µM; 360,000 compounds, 1.2% hits; AID 652154, 2013;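 active = mean replicate inhibition at least 60% with every replicate also reaching 60%; inconclusive = only one of the two criteria is met; inactive = mean below 60% and not all replicates reaching 60%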;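 note: luciferase light reporting Pax8 driven TPO promoter activity; plate controls were median of neutral control wells for no effect and mitoxantrone controls for full effect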
ARNT TACC3 PPI: disruptors of ARNT/TACC3 protein interaction, primary screen, biochemical, AlphaScreen, single concentration | Transforming acidic coiled-coil-containing protein 3 (Homo sapiens), Q9Y6A5 | AlphaScreen His-ARNT PAS-B/GST-TACC3 binding, luminescence; TACC3 fragment carries E629A point mutation | inhibition, % at 9.99 µM | 390,000 compounds, 0.66% hits | AID 623870, 2012;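 active = mean inhibition of replicates at least 50% and at least half of replicates each reaching 50%; inconclusive = half or more replicates reach 50% but mean below 50%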;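 note: 0% = complete ARNT plus TACC3 wells and 100% = ARNT alone without TACC3; many hits fall short of the cut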
SIRT5 block: SIRT5 desuccinylase inhibitors, primary screen, biochemical, fluorescence imaging, single point, set 5; Purified SirT5, succinyl-peptide AMC, trypsin-coupled fluorescence; inhibition, % at 15 µM; NAD-dependent protein deacylase sirtuin-5, mitochondrial (Homo sapiens), Q9NXA8; AID 652115, 2013; 330,000 compounds, 1.1% hits; in the data active = inhibition above about 15%; inconclusive = no clear call, values can overlap the other calls
Target sequence (Q9NXA8 whole entry, looked up): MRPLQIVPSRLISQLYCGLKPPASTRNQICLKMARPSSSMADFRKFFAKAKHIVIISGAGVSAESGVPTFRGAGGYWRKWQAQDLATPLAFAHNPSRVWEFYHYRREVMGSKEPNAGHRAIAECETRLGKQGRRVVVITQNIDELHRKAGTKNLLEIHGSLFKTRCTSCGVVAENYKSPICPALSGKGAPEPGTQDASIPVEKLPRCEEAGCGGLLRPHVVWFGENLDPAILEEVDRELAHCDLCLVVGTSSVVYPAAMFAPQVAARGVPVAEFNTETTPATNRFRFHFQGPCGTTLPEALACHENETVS
EWS-Fli block: EWS/Fli-driven NR0B1 reporter inhibitors, primary screen, A673 cells, NR0B1 luciferase, luminescence, MLPCN library. 350,000 compounds, 0.67% hits. viability-normalised. AID 651661, 2012. inhibition, % at 12.6 µM;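 active = mean inhibition of at least 50% after viability correction, with every replicate also passing that limit; inconclusive = mean reaches 50% but only one of two replicates passes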;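 note: firefly luciferase signal divided by Alamar Blue viability fluorescence both relative to DMSO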
* = called active by the depositor; u = inconclusive; x = not tested or not shown.

smiles,LGR2 inh,DENV2 CPE rescue,CASP6 VEID inh,PAX8 inh HTS,ARNT TACC3 PPI,SIRT5 block,EWS-Fli block
O=C(CN1C(=O)S/C(=C\c2ccccc2)C1=O)NC1CCS(=O)(=O)C1 (configuration not stated),-6.8,-2.3,x,-2.7,-6.2,-2.6,-17.6
CNC(=S)NNc1nc(-c2ccccc2)c2cc(Cl)ccc2n1,18.3,2.8,7.5,14.3,6.7,0.9,15.0
CCC1=NN2C(=N)/C(=C\c3ccc(OCc4cc(=O)n5nc(CC)sc5n4)c(OC)c3)C(=O)N=C2S1,-7.5,-0.4,16.2,-16.5,x,6.9,3.2
CO[C@@H]1CN(C)C(=O)c2cc(NC(C)=O)ccc2OC[C@@H](C)N(C(=O)CN2CCOCC2)C[C@H]1C,7.6,-1.1,0.8,x,-7.6,-8.3,-2.0
N#C[C@@H]1[C@@H](c2ccccc2)[C@@H](CO)N1S(=O)(=O)c1cccc(F)c1,2.2,1.1,-0.9,-17.5,-10.7,2.4,1.9
COc1cccc(NC(=O)CN(C)C(=O)c2ccc(-n3cncn3)c([N+](=O)[O-])c2)c1,0.6,4.8,1.3,-3.8,2.0,-2.1,2.8
CC(C)(C)c1ccc(S(=O)(=O)NCCOCC(F)(F)C(F)F)cc1,-2.2,-0.6,3.5,x,25.5,2.5,2.2
COc1ccc(Cl)cc1N=Cc1c(O)c2ccccc2oc1=O,-10.4,-0.1,2.5,4.5,-39.4,-0.9,27.4
CCN(C[C@@H]1N[C@H](CO)[C@H]1c1ccc(C2=CCCC2)cc1)C(=O)c1ccncc1,-18.1,-9.0,0.8,-22.1,-2.0,2.9,8.1
C#CCOCCOCCOCCNc1nc(N2CCN(C(=O)[C@H]([C@@H](C)O)n3cc(CCCCN)nn3)CC2)nc(N2CCN(C(=O)[C@H](CCCCN)n3cc(CC(C)O)nn3)CC2)n1 (some centres not stated),0.7,3.7,-52.3,3.2,-11.7,x,0.3
CC(=O)N1CCN(S(=O)(=O)c2ccc(C)c([N+](=O)[O-])c2)C1C(C)C (configuration not stated),2.7,-1.2,-0.4,-1.7,1.2,-3.6,-3.0
C[C@H]1CN([C@@H](C)CO)S(=O)(=O)c2ccc(-c3cccnc3)cc2O[C@@H]1CN(C)C(=O)CN(C)C,-10.0,u,-9.5,x,-1.4,-3.8,10.3
c1ccc(CCNCc2cccs2)nc1,x,18.4,-2.1,3.2,-2.0,2.8,0.4
O=C(COc1cc2oc(=O)c3c(c2cc1Cl)CCC3)NCCCN1CCCC1=O,-15.6,5.2,x,-10.6,10.2,1.0,-3.2
NS(=O)(=O)c1cccc(NC(=O)COC(=O)/C=C/c2ccco2)c1,-6.5,-1.5,17.0,4.7,-9.6,2.5,-10.5
C[C@@H](NC(=O)c1nc[nH]c1C(=O)N(C)Cc1ccccc1)c1ccccc1,-21.6,35.4*,1.2,6.0,1.7,x,-1.0
O=C(NN=C1CCCC1)c1ccccc1OCCOc1ccccc1,17.5,-2.6,1.5,26.4,-4.2,0.2,18.9
O=S(=O)(N[C@H]1CC[C@H](CCn2cc(-c3cccc(F)c3)nn2)O[C@H]1CO)c1ccccc1,-0.5,-3.5,-1.2,4.4,-0.9,-3.5,27.1
Cc1ccc(-n2nc3c(=O)n(CC(=O)NCc4ccccc4)nc(C)c3c2C)cc1,-4.3,2.0,-0.3,11.9,-2.9,-0.4,0.2
COCCN(Cc1nc(-c2ccc(C(F)(F)F)cc2)no1)C(C)C,1.4,2.4,-2.5,-17.5,-8.3,-0.7,3.0
CNC(=S)NNC(=O)c1cccn(Cc2ccccc2)c1=O,-10.8,-1.5,2.5,-7.3,34.8,1.1,14.0
Nc1cccc(CN2CCCC2)c1,x,2.1,-14.0,-1.1,2.1,0.9,-6.8
O=C(Nc1nc2ccccc2s1)c1ccc(OCC2CCCO2)cc1 (configuration not stated),43.5,-2.7,0.4,-51.3,7.6,-4.8,16.4
NC(=O)c1snnc1-c1ccccc1,x,-6.2,-4.9,13.8,-13.3,-2.5,1.9
O=C(CSc1ccc(-c2ccco2)nn1)NCc1ccccc1,0.8,2.2,4.1,63.3*,x,-1.2,4.6
O=C(Cn1c(=O)oc2cccnc21)Nc1ccc(C(F)(F)F)cc1,x,1.9,4.4,17.3,x,-6.5,5.2
COCc1ccc(C(=O)N2CCCC(N(C)Cc3ccccc3)C2)s1 (configuration not stated),-10.1,-4.0,-3.2,6.5,6.4,0.0,x
CC(=O)O[C@@H]1C[C@H]2C(C)=C[C@H]3OC(=O)[C@@H](C)[C@H]3C[C@H]2[C@]1(C)O,-6.8,1.9,-0.4,-6.9,-4.6,-3.2,-2.1
C/C(=N\Nc1nc(C)cc(-c2ccccc2)n1)c1ccccc1,-14.6,-11.1,-1.7,-18.1,-0.1,-3.7,-37.6
CC(C)[C@H](NC(=O)OC(C)(C)C)c1cc(C(=O)N[C@@H](C)c2ccccc2)c(N)s1,13.5,0.7,0.6,-2.0,x,-3.7,0.7
CN(C)C1(CNC(=O)C2CCN(S(=O)(=O)c3c(Cl)cccc3Cl)CC2)CCCCC1,-14.1,x,-2.9,-11.5,1.8,-1.6,-55.8
COc1cc(C(=O)OCCNC(=O)c2ccccc2)cc(OC)c1OC,7.0,0.7,12.0,22.4,-13.3,-3.5,-0.5
O=C(Nc1ccc2c(c1)[C@@H]1C[C@@H](CC(=O)N3CCOCC3)O[C@H](CO)[C@@H]1O2)C1CCC1,-2.3,7.9,x,-0.7,-5.4,x,2.7
C[C@@H]1CN([C@@H](C)CO)C(=O)c2cc(NS(C)(=O)=O)ccc2O[C@@H](C)CCCCO[C@H]1CN(C)Cc1ccccc1,3.2,x,x,0.1,x,x,0.1
COc1nc(OCC#N)nc(N2CCCCC2)n1,-12.7,5.5,0.3,-6.6,-8.5,x,-3.6
C[C@@H]1CCCCO[C@H](CN(C)C(=O)Nc2ccccc2)[C@@H](C)CN([C@H](C)CO)C(=O)c2cc(NC(=O)C3CCCCC3)ccc2O1,11.8,-10.7,0.6,-0.4,-3.6,-1.6,-5.5
COc1ccc2c3c(n(C)c2c1)[C@@H](CO)N(C(=O)CC1CC1)CC31CCN(C(=O)C2CCC2)CC1,-4.6,7.4,x,x,x,x,-6.3
CCc1cccc(N(C(=O)c2csnn2)C(C(=O)NC(C)(C)C)c2ccncc2)c1 (configuration not stated),-4.1,1.2,24.5,-2.5,4.0,-3.0,3.8
CC(C)=CC(=O)OCC(=O)Nc1cccc([N+](=O)[O-])c1,-16.0,1.6,1.4,6.3,-3.7,-0.3,-1.6
O=C(COc1ccc(F)cc1)N/N=C/c1cccc2cccnc12,3.4,8.9,4.9,34.5,95.5*,0.2,x
Cn1cnnc1SCc1ccc(C(=O)N/N=C(/CCC(=O)O)c2ccc(C(C)(C)C)cc2)cc1,-11.2,1.0,2.7,-5.5,-1.5,x,6.5
O=C1C2C3C=CC(CC3)C2C(=O)N1/N=C/c1ccc(O)cc1 (configuration not stated),7.2,-4.7,0.5,x,-6.5,0.2,-25.2
CSc1c(C#N)c(N)c(C#N)c2c1COC(C)(C)C2,-36.6,-0.5,-1.6,x,-1.5,-0.7,11.4
C#CCOCCOCCOCCNc1nc(N2CCN(C(=O)Cn3cc(CCCCN)nn3)CC2)nc(N2CCN(C(=O)Cn3cc(CCCN=C(N)N)nn3)CC2)n1,-19.2,13.8,-62.7,-37.5,10.4,-1.6,-4.4
CCOc1ccc(-n2c(C)cc(C(=O)NS(=O)(=O)c3ccc(C)cc3)c2C)cc1,12.3,-1.1,0.7,-6.2,x,-1.9,8.4
CCCCCCCCCCCCCCCC(=O)OC(CC(=O)O)C[N+](C)(C)C (configuration not stated),2.8,4.2,-19.4,-2.6,4.2,3.6,-3.0
Cc1ccc(N(C(=O)c2cc3ccccc3oc2=O)C2C=CS(=O)(=O)C2)cc1 (configuration not stated),12.5,2.2,-2.1,77.1*,-4.9,-7.8,10.6
O=C(CSc1ccccc1)Nc1ccc(S(=O)(=O)NCC2CCCO2)cc1 (configuration not stated),-8.6,-1.0,-1.4,x,-10.4,-3.8,3.3

Compound profiles, from the list above.
`O=C1C2C3C=CC(CC3)C2C(=O)N1/N=C/c1ccc(O)cc1` (configuration not stated) is listed as LGR2 inh = 7.2; DENV2 CPE rescue = -4.7; CASP6 VEID inh = 0.5; PAX8 inh HTS = x; ARNT TACC3 PPI = -6.5; SIRT5 block = 0.2; EWS-Fli block = -25.2
`CC(C)=CC(=O)OCC(=O)Nc1cccc([N+](=O)[O-])c1` is listed as LGR2 inh = -16.0; DENV2 CPE rescue = 1.6; CASP6 VEID inh = 1.4; PAX8 inh HTS = 6.3; ARNT TACC3 PPI = -3.7; SIRT5 block = -0.3; EWS-Fli block = -1.6

Further records
smiles,LGR2 inh,DENV2 CPE rescue,CASP6 VEID inh,PAX8 inh HTS,ARNT TACC3 PPI,SIRT5 block,EWS-Fli block
O=C(C[C@@H]1C[C@H]2c3cc(NC(=O)NC4CCCC4)ccc3O[C@H]2[C@@H](CO)O1)NCc1cccc(F)c1,0.1,7.2,0.8,-3.1,-6.1,-0.4,-7.7
Cn1c(=O)c2[nH]c(N=NN3CCCCC3)nc2n(C)c1=O,-13.6,13.0,2.5,-5.3,-3.2,x,-10.2
CO[C@@H]1CN(C)C(=O)c2ccc(NC(=O)C3CCCC3)cc2OC[C@@H](C)N(C(C)=O)C[C@@H]1C,2.7,0.1,0.4,-3.8,x,4.4,x
Cc1noc(C)c1NC(=O)N(C)C[C@H]1Oc2ccc(NC(=O)Cn3cnnn3)cc2CC(=O)N([C@H](C)CO)C[C@H]1C,10.1,-1.1,x,-12.1,-4.2,x,-6.4
CCOC(=O)C1=C(C)N=c2s/c(=C\c3cccc(OCC(=O)O)c3)c(=O)n2C1c1ccccc1OC (configuration not stated),-4.4,16.6,-5.8,2.9,-6.0,-1.4,-13.0
CNC(=S)N(CCc1c(C)[nH]c2ccccc12)Cc1ccco1,5.8,x,-0.9,20.0,13.5,-0.6,16.6
CC(C)Nc1nc(NC(C)C)nc(SCCOC(=O)Nc2ccc(Cl)cc2Cl)n1,19.1,9.9,-0.7,18.7,x,-2.9,-3.4
COC(=O)CCN1CCC2CC1c1cc(N3CCCCC3)ccc12 (configuration not stated),-9.6,3.3,-8.3,-1.5,x,2.7,-8.0
COc1ccc2cc3c(N)nn(C(=O)c4cccc(F)c4)c3nc2c1,13.0,x,1.0,-14.3,26.3,-4.1,-22.3
COc1ccccc1N1C(=O)c2cccc3c(Cl)ccc(c23)C1=O,1.1,u,-2.4,8.0,-2.8,2.9,3.7
C[C@@H]1CN([C@@H](C)CO)C(=O)c2cc(NS(=O)(=O)c3cn(C)cn3)ccc2O[C@@H]1CN(C)S(=O)(=O)c1ccccc1,-6.8,3.0,-3.2,x,-14.6,1.2,0.6
C[C@H](NC(=O)N(C)C[C@@H]1OCc2ccccc2-c2c(n(C)c3ccccc23)C(=O)N([C@@H](C)CO)C[C@@H]1C)c1ccccc1,25.5,4.7,-0.9,9.1,-3.8,-1.4,-1.7
CC(C)(C)NC(=O)NC(=O)C[n+]1ccc(Cc2ccc([N+](=O)[O-])cc2)cc1,17.7,1.7,-7.7,14.4,14.1,2.1,18.9
Cc1ccc(C(C(=O)NC2CCCC2)N(CCCO)C(=O)Cn2nnc(-c3ccc(C)o3)n2)cc1 (configuration not stated),-28.2,6.0,3.3,12.5,2.9,-3.2,14.0

From PubChem
